Casp6 inh: inhibitors of human caspase-6 | purified caspase-6, Z-VEID-R110 cleavage fluorescence | inhibition, % at 12.5 µM | 0.53% of 350,000 active | AID 686996;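 active = mean inhibition across replicates at least about 35%, with every replicate also reaching that limit, limit read from the data; inconclusive = only one of the two criteria met; inactive = neither criterion met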;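 note: 0% = median of neutral control wells and 100% = no fluorescence left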
Target sequence (P55212 24-179 limits assumed): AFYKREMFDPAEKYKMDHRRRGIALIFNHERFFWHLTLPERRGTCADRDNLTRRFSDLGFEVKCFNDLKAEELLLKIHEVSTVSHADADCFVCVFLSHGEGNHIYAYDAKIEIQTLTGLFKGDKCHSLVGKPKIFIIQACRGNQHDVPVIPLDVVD
Target sequence (P55212 194-293 limits assumed): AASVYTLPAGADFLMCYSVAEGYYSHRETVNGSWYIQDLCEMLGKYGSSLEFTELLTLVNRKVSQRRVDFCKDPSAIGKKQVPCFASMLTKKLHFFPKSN
FN deposition inh: fibronectin deposition inhibition; AH1F fibroblasts, Alexa488-fibronectin deposition fluorescence, overnight; inhibition, % at 12.6 µM; 0.086% of 350,000 active;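 active = mean inhibition across replicates of 30% or more, regardless of how many single replicates reach that level; inconclusive = mean under 30% yet at least half of replicates reach 30%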;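 note: positive control wells lacked labelled fibronectin entirely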
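Material: AH1F fibroblasts assembling fluorescent fibronectin matrix; amount: 10000 AH1F cells/well; medium: DMEM, 2% serum; reagent: Alexa488-fibronectin, 24 nM final in well; dosing: single compound dose, delivered by pin transfer; incubation: 1 h adhesion, overnight exposure; detection: fluorescence after three HBSS washes, excitation 485 nm, emission 525 nm; measure: fibronectin deposition inhibition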
esBAF inh: blocks esBAF chromatin remodeling in mouse ES cells. Bmi1-luciferase knock-in reporter, 24 h; 100% = twice the neutral-well signal. reporter increase, % at 12.5 µM. 2% of 350,000 active. AID 602393; in the data active = activation above about 40%; inconclusive = no clear call, values can overlap the other calls;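 note: 0% = median of the plate's neutral control wells and 100% = double that signal; a rise in the Bmi1 reporter signal indicates esBAF inhibition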
SIRT5 block: inhibitors of human sirtuin-5 desuccinylase | Purified SirT5, succinyl-peptide AMC, trypsin-coupled fluorescence | inhibition, % at 15 µM | 1.1% of 330,000 active | AID 652115; in the data active = inhibition above about 15%; inconclusive = no clear call, values can overlap the other calls
Target sequence (Q9NXA8 whole entry, looked up): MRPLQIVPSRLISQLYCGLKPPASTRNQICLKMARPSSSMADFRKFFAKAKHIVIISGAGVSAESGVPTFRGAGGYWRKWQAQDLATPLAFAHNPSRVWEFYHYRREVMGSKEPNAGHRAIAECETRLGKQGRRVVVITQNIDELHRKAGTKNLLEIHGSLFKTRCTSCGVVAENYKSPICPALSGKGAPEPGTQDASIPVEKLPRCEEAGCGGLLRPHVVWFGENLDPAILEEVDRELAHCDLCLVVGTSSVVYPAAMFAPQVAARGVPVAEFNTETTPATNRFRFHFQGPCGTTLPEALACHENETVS
LGR2 inh: blocks bursicon-induced cAMP signaling via Drosophila LGR2; HEK293 LGR2, CRE-luciferase, bursicon-stimulated, 4 h; inhibition, % at 9.99 µM; 0.35% of 380,000 active; AID 720647;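 active = drop in luminescence signal, shown as inhibition above about 50% in the replicate tests, limit read from the data, passing the limit was not always enough; inconclusive = probably only some replicates passing the limit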;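 note: agonist challenge used bursicon conditioned medium at about half maximal strength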
C2C12 statin: protects C2C12 myotubes from simvastatin toxicity | ATP luminescence, 48 h; scaled: DMSO 0, geranylgeraniol control 100 | rescue of ATP level, % at 7.49 µM | 0.78% of 330,000 active;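 active = mean ATP rescue above about 67%, or every replicate alone reaching that limit, limit read from the data, passing the limit was not always enough; inconclusive = no clear call, values can overlap the other calls; inactive = mean under the limit and some replicate under it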;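 note: myotubes were challenged with 10 µM simvastatin during compound exposure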
S100A4 MyoIIA: blocks human S100A4 binding to myosin IIA peptide. 0.14% of 360,000 active. inhibition, % at 10.7 µM. S100A4/TAMRA-MyoIIA peptide fluorescence polarization. P26447. AID 652163;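 active = mean inhibition of at least 70% across replicates, with every replicate also reaching that level; inconclusive = mean inhibition reaches 70% but some replicates fall short; inactive = mean inhibition below 70%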
Target sequence (P26447 whole entry, looked up): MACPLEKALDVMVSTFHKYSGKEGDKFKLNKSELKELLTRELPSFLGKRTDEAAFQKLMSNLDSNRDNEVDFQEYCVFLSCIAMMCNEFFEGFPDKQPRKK
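Material: S100A4 monomer protein / Buffer or medium: 50 mM HEPES pH 7.2, 10 mM CaCl2, 100 mM KCl / Times: 5 min incubation before reading / Benchmarks: neutral control DMSO, positive control TFP / Reagent: labelled myosin peptide probe, 5 nM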
* = called active by the depositor. Some of the compounds tested. The share of hits here may be higher or lower than overall.

The first 4 compounds as a preview:
`O=C(CCc1ccccc1O)N/N=C/c1ccc(Sc2cccc3cccnc23)o1` gave FN deposition inh -9, esBAF inh -2 and C2C12 statin 13.
`O=C(CCC(=O)OCCCC(F)(F)C(F)(F)F)NC1CCCCC1` gave Casp6 inh 0, esBAF inh -1, SIRT5 block 4, LGR2 inh 1 and S100A4 MyoIIA -2.
For Cc1ccc(OCC(=O)Nn2cnc3ccccc32)cc1 the results were FN deposition inh -5, esBAF inh 6 and C2C12 statin 0.
For COc1ccc(-c2coc3c(C(=O)Nc4cccnc4)cccc23)c(C)c1 the results were Casp6 inh 2, FN deposition inh 5, esBAF inh inconclusive, SIRT5 block 4, LGR2 inh 18, C2C12 statin -9 and S100A4 MyoIIA -6.

The list itself, repeating the preview:
`O=C(CCc1ccccc1O)N/N=C/c1ccc(Sc2cccc3cccnc23)o1` gave FN deposition inh -9, esBAF inh -2 and C2C12 statin 13.
`O=C(CCC(=O)OCCCC(F)(F)C(F)(F)F)NC1CCCCC1` gave Casp6 inh 0, esBAF inh -1, SIRT5 block 4, LGR2 inh 1 and S100A4 MyoIIA -2.
For Cc1ccc(OCC(=O)Nn2cnc3ccccc32)cc1 the results were FN deposition inh -5, esBAF inh 6 and C2C12 statin 0.
For COc1ccc(-c2coc3c(C(=O)Nc4cccnc4)cccc23)c(C)c1 the results were Casp6 inh 2, FN deposition inh 5, esBAF inh inconclusive, SIRT5 block 4, LGR2 inh 18, C2C12 statin -9 and S100A4 MyoIIA -6.
CN(C)/C=N/S(=O)(=O)c1ccc(Cl)cc1 was read as Casp6 inh -1, FN deposition inh -3, esBAF inh -1, SIRT5 block -1, LGR2 inh -4, C2C12 statin -3 and S100A4 MyoIIA -2.
For Cc1cc(C(=O)N2CCc3ccccc32)ccc1[N+](=O)[O-] the results were Casp6 inh 1, FN deposition inh 8, esBAF inh 12, SIRT5 block 0, LGR2 inh -11, C2C12 statin 17 and S100A4 MyoIIA 9.
For CO[C@H]1CN(C)C(=O)c2ccc(NS(=O)(=O)c3ccc(Cl)cc3)cc2OC[C@H](C)NC[C@@H]1C the results were Casp6 inh 0, FN deposition inh -8, SIRT5 block -2, LGR2 inh 2 and S100A4 MyoIIA -19.
`CC(C)CNS(=O)(=O)c1cc(C(=O)OC2CCOC2=O)c(Cl)cc1Cl` (configuration not stated) gave Casp6 inh 1, FN deposition inh 5, esBAF inh 1, SIRT5 block -6, LGR2 inh 17, C2C12 statin 33 and S100A4 MyoIIA -4.
`COC(=O)c1cc(S(=O)(=O)Nc2cc(OC)cc(OC)c2)cn1C` gave Casp6 inh -2, FN deposition inh 7, esBAF inh -3, LGR2 inh 14, C2C12 statin 9 and S100A4 MyoIIA -4.
For CCOC(=O)CN(C(=O)CSc1nnc(-c2ccc(OC)c(OC)c2)o1)c1ccccc1 the results were Casp6 inh 1, FN deposition inh -2, esBAF inh 3, SIRT5 block -1, LGR2 inh -15, C2C12 statin 7 and S100A4 MyoIIA 0.
Screening Nc1nccc2c1ncn2C1OC(CO)C(O)C1O (configuration not stated) returned Casp6 inh -4, FN deposition inh 8, LGR2 inh 26 and S100A4 MyoIIA 2.
For CCCN1C[C@@H](C)[C@H](OC)CN(C)C(=O)c2ccc(NC(=O)c3cccc(F)c3)cc2OC[C@@H]1C the results were Casp6 inh -1, FN deposition inh -3, esBAF inh 1, SIRT5 block 6, LGR2 inh -4, C2C12 statin 12 and S100A4 MyoIIA 1.
`O=C(O)CC1(CC(=O)Nc2ccc(C(F)(F)F)cc2)CCCC1` gave Casp6 inh -2, FN deposition inh 3, esBAF inh -5, SIRT5 block -3, LGR2 inh 6, C2C12 statin 2 and S100A4 MyoIIA 1.
Screening C[C@@H]1CN([C@@H](C)CO)S(=O)(=O)c2ccc(-c3cccnc3)cc2O[C@@H]1CN(C)CC1CCOCC1 returned Casp6 inh 1, esBAF inh -7, SIRT5 block 5, LGR2 inh 11, C2C12 statin -6 and S100A4 MyoIIA 14.
Screening CCNc1nc(NCC)n2c(SCC(=O)Nc3ccc(F)cc3)nnc2n1 returned Casp6 inh 26, FN deposition inh -2, esBAF inh -3, SIRT5 block -1, LGR2 inh -27, C2C12 statin -4 and S100A4 MyoIIA 8.
For O=C1NC[C@@H](CCCCN2C[C@H](Cc3ccc(O)cc3)N(Cc3ccccc3)C(=O)C2=O)N(CC2CCCCC2)C1=O the results were Casp6 inh 3, FN deposition inh -4, SIRT5 block -1, LGR2 inh 3 and S100A4 MyoIIA -4.
For CCCC#Cc1ccc([C@H]2[C@@H](CO)N3C(=O)CN(C(=O)c4ccccc4)C[C@H]23)cc1 the results were Casp6 inh 1, SIRT5 block -1, LGR2 inh -3 and S100A4 MyoIIA 16.
`O=C(NCCc1ccccc1Cl)C1CCC(=O)N(Cc2ccc(Cl)cc2)C1` (configuration not stated) gave Casp6 inh 4, FN deposition inh -4, SIRT5 block -2, LGR2 inh 6 and S100A4 MyoIIA -2.
COC(=O)Cc1nnn2c1[C@H](C)[C@@H](OC)c1cccc(Cl)c1-2 was read as Casp6 inh -1, FN deposition inh 7, LGR2 inh -8 and S100A4 MyoIIA -2.
OC[C@@H]1[C@H](c2ccc(C#CC3CCCC3)cc2)[C@H]2CN(CCC(F)(F)F)CCCCN12 was read as Casp6 inh 2, esBAF inh -1, SIRT5 block 2, LGR2 inh 0, C2C12 statin -96 and S100A4 MyoIIA -49.
`C[C@@H]1NS(=O)(=O)c2cc(Cl)ccc2O[C@@H]1c1ccccc1` gave Casp6 inh 0, FN deposition inh 7, esBAF inh -4, SIRT5 block -3, LGR2 inh -3, C2C12 statin 1 and S100A4 MyoIIA -5.
`O=C(c1ccccn1)N1CC2(C1)[C@@H](c1ccccc1)[C@H](CO)N2C(=O)C1CCC1` gave Casp6 inh -1, FN deposition inh -5, SIRT5 block -4, LGR2 inh 10 and S100A4 MyoIIA 9.
Screening Fc1ccc(-n2nnc(-c3ccccc3)n2)cc1 returned Casp6 inh -1, FN deposition inh 4, esBAF inh 1, SIRT5 block 0, LGR2 inh 3, C2C12 statin -3 and S100A4 MyoIIA -4.
`CN(CC(=O)Nc1cccc(Cl)c1)C1=NS(=O)(=O)c2ccccc21` gave Casp6 inh 2, FN deposition inh 0, esBAF inh -2, LGR2 inh 1, C2C12 statin 1 and S100A4 MyoIIA 0.
COc1cc(C(=O)N=C2SC3CS(=O)(=O)CC3N2c2ccccc2)cc(OC)c1OC (configuration not stated) was read as Casp6 inh 0, FN deposition inh -2, esBAF inh -8, SIRT5 block -5, LGR2 inh 5, C2C12 statin -20 and S100A4 MyoIIA -5.
C[C@H](CO)N1C[C@H](C)[C@@H](CN(C)S(C)(=O)=O)Oc2c(NC(=O)CCCCCC(=O)Nc3ccccc3N)cccc2C1=O was read as Casp6 inh -1, SIRT5 block -1, LGR2 inh 9 and S100A4 MyoIIA -2.
`O=C1CC(NCC2CCCO2)C(=O)N1c1ccc(Cl)cc1` (configuration not stated) gave Casp6 inh -2, FN deposition inh -5, SIRT5 block -3, LGR2 inh 2 and S100A4 MyoIIA 0.
Screening COc1ccc(N2CCOCC2)c(NC(=O)COc2cccc(C)c2)c1 returned Casp6 inh 4, esBAF inh -1, SIRT5 block 0, LGR2 inh -10, C2C12 statin -3 and S100A4 MyoIIA 9.
For C[C@@H]1CCCCO[C@H](CN(C)Cc2ccc(C(=O)O)cc2)[C@H](C)CN([C@@H](C)CO)C(=O)c2cc(NC(=O)NC3CCCCC3)ccc2O1 the results were Casp6 inh 0, esBAF inh -6, SIRT5 block 1, LGR2 inh -4 and S100A4 MyoIIA 14.
For CC(C)CN(C(=O)CCC1CCCCC1)c1c(N)n(CC(C)C)c(=O)[nH]c1=O the results were Casp6 inh -4, SIRT5 block -3, LGR2 inh -3 and S100A4 MyoIIA 8.
For O=C(NNC(=O)c1ccccc1O)c1ccc(S(=O)(=O)Nc2ccccc2)cc1 the results were Casp6 inh 3, FN deposition inh 4, esBAF inh 7, SIRT5 block 3, LGR2 inh 1, C2C12 statin 33 and S100A4 MyoIIA -2.
Screening CCc1nnc(NC(=O)C2CCN(C(=O)c3ccccc3C)CC2)s1 returned Casp6 inh 1, esBAF inh -14, SIRT5 block 0, LGR2 inh -16, C2C12 statin 9 and S100A4 MyoIIA -3.
`COc1ccc(C(O)(CCc2ccccc2)CCN2CCCCC2)cc1` (configuration not stated) gave Casp6 inh -5, SIRT5 block -4, LGR2 inh 15 and S100A4 MyoIIA -3.
C[C@@H]1CN([C@@H](C)CO)C(=O)c2cc(NC(=O)CCCN(C)C)ccc2O[C@@H]1CN(C)C was read as Casp6 inh -1, FN deposition inh 3, esBAF inh -1, SIRT5 block 1, LGR2 inh -16, C2C12 statin -2 and S100A4 MyoIIA 0.
COC(=O)Nc1c(C)nn(Cc2ccccc2C)c1C was read as Casp6 inh -2, SIRT5 block 0, LGR2 inh 0 and S100A4 MyoIIA -2.
COc1ccc(CNC(=O)C[C@H]2C=C[C@H](NC(=O)c3cccc(F)c3)[C@H](CO)O2)cc1 was read as Casp6 inh 0, FN deposition inh -4, esBAF inh -8, SIRT5 block -2, LGR2 inh -2, C2C12 statin 3 and S100A4 MyoIIA -43.
For COc1cccc(CNC(=O)[C@@H]2[C@@H](CO)[C@@H]3Cn4c(ccc(-c5cncnc5)c4=O)[C@@H]3N2C)c1 the results were Casp6 inh 2, FN deposition inh 2, esBAF inh 3, SIRT5 block 0, LGR2 inh 9, C2C12 statin 5 and S100A4 MyoIIA 4.
`N#C[C@H]1[C@@H](c2ccccc2-c2ccccc2)[C@@H](CO)N1C(=O)NC1CCCC1` gave Casp6 inh -1, FN deposition inh -8, SIRT5 block -2, LGR2 inh -8 and S100A4 MyoIIA -1.
For COc1cccc(C(O)c2nc(-c3cccc4cccnc34)cs2)c1 (configuration not stated) the results were Casp6 inh -1, FN deposition inh -14, esBAF inh 9, LGR2 inh -51, C2C12 statin 6 and S100A4 MyoIIA -5.
Cc1cc(C)nc(NC(=O)c2c(F)c(F)c(F)c(C(=O)Nc3cc(C)cc(C)n3)c2F)c1 was read as Casp6 inh 12, FN deposition inh -1, esBAF inh -2, LGR2 inh 14, C2C12 statin 47 and S100A4 MyoIIA 0.
`O=C(O)CSc1nccn1-c1cccc(Cl)c1` gave esBAF inh 1, LGR2 inh 0 and C2C12 statin 6.
Screening Cc1c(NC(=O)Cn2cc([N+](=O)[O-])cn2)c(=O)n(-c2ccccc2)n1C returned Casp6 inh 1, SIRT5 block -4, LGR2 inh 4 and S100A4 MyoIIA -2.

High-throughput results as filed in PubChem BioAssay.
